DRD3 antagonist: qHTS of D3 Dopamine Receptor Antagonist: qHTS; D(3) dopamine receptor (Homo sapiens), P35462; D3R cells, DiscoveRx beta-arrestin luminescence, antagonist mode; hits give low values; max response, negative = inhibition, %; 360,000 tested, 2.5% active; AID 652054, 2013; in the data active = max response below about -50%; inconclusive = no clear call, values can overlap the other calls; also: % is scaled to controls: 0 for no effect and ±100 for the full control effect; mostly tested at two doses, the higher about 12 µM
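Cells plated overnight at 1500 cells/well, then exposed to library compounds with dopamine controls for 90 minutes at 37 degrees C. DiscoveRx reagent added for 30–60 minutes at room temperature; luminescence read, quantitative HTS format.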
KB-V1 cytotox: qHTS assay for MDR1-selective chemotherapeutics: Primary screen using the drug-selected MDR subline cells KB-V1 | KB-V1 MDR cells viability, CellTiter-Glo, 72 h | Potency, µM (top dose mostly 46.1 µM), inactives show at the top dose activity change, negative = cytotoxicity, actives largely listed as cytotoxic | 400,000 tested, 3.4% active | AID 1347076, 2019; also: potency is read from the fitted curve at half-maximal effect; % is scaled to controls: 0 for no effect and ±100 for the full control effect; nearly all actives have a fitted effect of over 60% in size
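KB-V1, DMEM (no phenol red) + 10% FBS; cpd pin-transferred, titration series; 72 h, 37 degrees C; CellTiter-Glo, luminescence. Data normalized, curve-fit.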
GLP1R cytotox: qHTS of GLP-1 Receptor Inverse Agonists: Cytotox Screen | HEK293 cAMP-luciferase reporter cells, luminescence, 24 h | Potency, µM (titrated, usually from 38.3 µM), without a hit: top-dose activity change, negative = inhibition, usual class: inhibitors | 410,000 tested, 0.13% active | AID 624418, 2012;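 also: loss of luciferase light is scored as toxicity; potency is read from the fitted curve at half-maximal effect; % is scaled to controls: 0 for no effect and ±100 for the full control effect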
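To flag toxic compounds, the library was rerun on cells for 24 hr at 37 deg C and 5% CO2. Viability-linked luminescence was captured 12 min after adding luciferase detection reagent.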
DRD3 agonist: qHTS of D3 Dopamine Receptor Agonist: qHTS; D(3) dopamine receptor (Homo sapiens), P35462; D3R DiscoveRx beta-arrestin cells, luminescence, 90 min; max activation, %; 410,000 tested, 0.58% active; in the data active = max activation above about 30%; also: 0% is about no effect; mostly tested at two doses, the higher about 12 µM
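Agonist-mode cell screen: cells plated at 1500/well and incubated overnight at 37 °C, then exposed to library compounds for 90 min at 37 °C. Detection reagent was added for 30–60 min at room temperature, and luminescence was read.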
GLP1R inv ag: qHTS of GLP-1 Receptor Inverse Agonists (Inhibition Mode); HEK293 GLP-1R CRE-luciferase, luminescence, 24 h; GLP-1R form is constitutively active; Potency, µM (series often up to 38.3 µM), for inactives: at the highest dose activity change, negative = inhibition, hits mostly inhibitors; 410,000 tested, 1.6% active; also: potency is read from the fitted curve at half-maximal effect; % is scaled to controls: 0 for no effect and ±100 for the full control effect; nearly all actives have a fitted effect of over 55% in size
Target sequence (P43220 whole entry, looked up): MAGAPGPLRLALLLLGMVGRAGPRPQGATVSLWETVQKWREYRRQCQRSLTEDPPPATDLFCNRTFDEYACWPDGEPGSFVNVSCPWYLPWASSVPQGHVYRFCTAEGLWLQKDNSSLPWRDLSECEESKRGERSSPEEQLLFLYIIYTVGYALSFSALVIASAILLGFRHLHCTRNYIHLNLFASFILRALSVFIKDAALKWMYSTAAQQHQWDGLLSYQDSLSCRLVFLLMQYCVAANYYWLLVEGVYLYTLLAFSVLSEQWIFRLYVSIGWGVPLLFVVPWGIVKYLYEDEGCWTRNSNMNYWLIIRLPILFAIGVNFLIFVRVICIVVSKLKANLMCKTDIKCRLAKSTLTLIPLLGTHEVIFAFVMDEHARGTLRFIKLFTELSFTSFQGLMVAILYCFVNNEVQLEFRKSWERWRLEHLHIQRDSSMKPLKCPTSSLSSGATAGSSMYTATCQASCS
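Readout was luciferase luminescence, measured 12 min after detection reagent at room temperature. Beforehand, GLP-1R reporter HEK293 cells had sat 12 h, then received compounds for 24 hr at 37 deg C.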
GLP1R ag: qHTS of GLP-1 Receptor Agonists; Glucagon-like peptide 1 receptor (Homo sapiens), P43220; HEK293 GLP-1R CRE-luciferase, luminescence, 4-6 h; cells express a hypersensitive GLP-1R form; Potency, µM (titrated, usually from 45.6 µM), without a hit: at the top dose activation, usual class: activators; 380,000 tested, 0.007% active; AID 624172, 2012; also: potency is read from the fitted curve at half-maximal effect; % of control where 0% means no effect
aSyn yeast inh: qHTS of alpha-syn Inhibitors. Potency, µM (series often up to 46.1 µM), for the others: at the top dose growth rescue (activation), usual class: activators. 370,000 tested, 0.14% active. Yeast expressing alpha-synuclein, growth rescue, BacTiter-Glo, 24 h. AID 652106, 2013; also: potency is read from the fitted curve at half-maximal effect; % of control where 0% means no effect; nearly all actives have a fitted effect of over 65% in size
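Galactose-induced alpha-syn yeast (OD600=0.02, raffinose-pregrown) + pinned cpd, 24 hr, 30 deg C; growth by BacTiter-Glo luminescence. Growth restoration scores as activation.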
PTHR1 ag: qHTS for PTHR1 Agonists: Primary Screen; Parathyroid hormone/parathyroid hormone-related peptide receptor (Homo sapiens), Q03431; HEK293 GP2 PTHR1 cells, GloSensor cAMP luminescence, 1 h; Potency, µM (series often up to 115 µM), inactives show top-dose activation, most hits filed as activators; 410,000 tested, 0.075% active; AID 743266, 2014; also: potency is read from the fitted curve at half-maximal effect; nearly all actives have a fitted effect of over 55% in size; some results filed as inactive show a strong effect at the top dose; inactives centre near -15; many of its hits are not listed in these tables
Target sequence (Q03431 whole entry, looked up): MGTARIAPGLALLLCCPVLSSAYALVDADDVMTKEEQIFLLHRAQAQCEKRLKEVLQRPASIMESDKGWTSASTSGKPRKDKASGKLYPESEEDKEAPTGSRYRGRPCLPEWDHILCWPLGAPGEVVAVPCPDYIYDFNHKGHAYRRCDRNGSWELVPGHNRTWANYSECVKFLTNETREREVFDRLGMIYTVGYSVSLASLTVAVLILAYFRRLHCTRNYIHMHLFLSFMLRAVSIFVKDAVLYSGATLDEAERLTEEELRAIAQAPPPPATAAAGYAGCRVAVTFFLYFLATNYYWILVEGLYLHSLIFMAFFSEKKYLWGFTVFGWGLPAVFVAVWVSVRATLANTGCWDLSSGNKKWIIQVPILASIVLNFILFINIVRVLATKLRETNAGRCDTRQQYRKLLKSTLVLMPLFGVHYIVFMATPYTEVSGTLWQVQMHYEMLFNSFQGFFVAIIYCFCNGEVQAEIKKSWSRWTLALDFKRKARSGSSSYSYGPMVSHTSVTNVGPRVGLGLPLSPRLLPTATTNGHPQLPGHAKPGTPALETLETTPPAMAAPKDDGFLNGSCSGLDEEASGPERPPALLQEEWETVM
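HEK-293-derived GP2 cells expressing PTHR1 and a GloSensor cAMP reporter, 3,000/well, plated overnight, given luciferin plus IBMX (each 0.5 mM as added) for 1 h at 37 °C, then compound for 1 h at 37 °C. Luminescence was read after 15 min at room temperature.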
TDP-43 yeast inh: qHTS of TDP-43 Inhibitors. Potency, µM (top dose mostly 46.1 µM), for the others: at the top dose growth rescue (activation), most hits filed as activators. AID 652104, 2013. TDP-43 expressing yeast growth rescue, BacTiter-Glo, 24 h. 410,000 tested, 1.8% active; also: potency is read from the fitted curve at half-maximal effect; % of control where 0% means no effect; nearly all actives have a fitted effect of over 50% in size
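Growth rescue of TDP-43-toxic yeast measured as ATP luminescence (BacTiter-Glo). Cells grown to mid-log in raffinose, induced in galactose at OD600=0.02, exposed to compound 24 hr at 30 deg C.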
Active calls of the source: *; i = inactive; ? = inconclusive; · = no result given; [ ] = remark or other dose. Unless noted, calls follow the shape of the dose curve; as a rule, active = well fitted curve in the direction sought with a large enough effect; inconclusive = small, poorly fitted or top-dose-only effect, or another doubt; inactive = no such curve, though single readings can be large; an effect the other way counts as inactive or inconclusive.

Structure | KB-V1 cytotox | aSyn yeast inh | GLP1R ag | GLP1R cytotox | DRD3 agonist | GLP1R inv ag | PTHR1 ag | TDP-43 yeast inh | DRD3 antagonist
OC(C[n+]1ccccc1)c1ccccc1 (stereo not given) | 0% | -2% | -4% | 21% | 4 | 5% | -13% | -3% | 7
CC(=O)c1ccc(NC(=O)CC2Sc3ccccc3NC2=O)cc1 (stereo not given) | 13% | · | · | 0% | 7 | 14% | -21% | 6% | ·
O=C(O)[C@H]1CCCC[C@H]1C(=O)Nc1ccc(S(=O)(=O)N2CCOCC2)cc1 | 7% | 3% | -1% | -12% | 1 | 11% | i | 5% | 9
Cn1cc(-c2nnnn2-c2ccccc2)c(=O)c2ccccc21 | 14% | 0% | 6% | 0% | 0 | 37%[activator] | -11% | 3% | -17
COc1ccc(CC(=O)OCC(=O)Nc2ccc(C(=O)Nc3ccc(OC)cc3)cc2)cc1 | 1% | -2% | 4% | -15% | -1 | 8% | i | -2% | 4
CS(=O)(=O)N(Cc1ccccc1)c1ccccc1C(=O)N1CCN(c2ccccc2)CC1 | -22% | 3% | 0% | 10% | -5 | 0% | -28% | 16% | 6
CCOc1ccc(NC(=O)Cn2c(=O)n(CCCCCC(=O)NCc3ccccc3)c(=O)c3sccc32)cc1 | -1% | · | · | 0% | -3 | 3% | -9% | 21% | ·
O=C(CCCn1c(=O)oc2ccccc21)N1CCN(c2ccccn2)CC1 | ? | 4% | 3% | 4% | 4 | -3% | i | 14% | 13
Cc1ccc(C(=O)OCC(=O)Nc2ccc(N3CCOCC3)cc2)cc1 | -3% | -8% | 11% | 2% | 6 | 8% | i | 3% | -1
CCc1c(C)sc2c1CCN(C(=O)Nc1ccc(F)c(Cl)c1)C2c1ccc(F)cc1 (stereo not given) | ? | · | · | -17% | 0 | ? | -43%[inhibitor] | 8% | ·
CC1(C)CC2CC(C)(CN2S(=O)(=O)c2ccc(C(=O)Nc3ccc(Cl)c(S(=O)(=O)N4CCOCC4)c3)cc2)C1 (stereo not given) | 2.9µM* | 5% | -17% | -12% | -2 | 3.5µM* | -30% | -6% | 2
CC(C)Cc1nnc(NC(=O)CCC(=O)N2CC(C)CC(C)C2)s1 (stereo not given) | -7% | -2% | 1% | -6% | 0 | -20% | -6% | 9% | -10
O=C1CC(N2CCN(c3ccc(F)cc3)CC2)C(=O)N1Cc1cccs1 (stereo not given) | -1% | -6% | -16% | 1% | 7 | 2% | i | 10% | -12
COc1ccc(Cc2nc(-c3cccs3)no2)cc1OC | 22% | 0% | 27% | -23% | 13 | 68%[activator] | -46%[inhibitor] | ? | 27
Cc1ccc(NC(=O)c2cc(S(=O)(=O)NC3CCCCC3)ccc2F)cc1Cl | · | · | · | -32% | -14 | 7.9µM* | -10% | ? | ·
O=C(NCC(=O)N1CCN(c2ncccn2)CC1)c1ccccc1F | 1% | 2% | -1% | -5% | 11 | 3% | -2% | 2% | 5
CCn1nc(C)cc1C(=O)N1CCCC(C(=O)c2cccc(OC)c2)C1 (stereo not given) | 4% | 1% | 11% | 2% | 3 | 33%[activator] | -4% | 0% | 2
Cc1ccc(N(C)C(=O)N2CCN(S(=O)(=O)c3ccc(C)cc3)CC2)cc1 | -26% | 1% | 9% | ? | 2 | ? | -1% | 27% | 3
Cn1c(COc2ccccc2)nnc1SCCC(=O)Nc1ccccc1 | 0% | 7% | 5% | 5% | 6 | 0% | -8%[57.5 µM] | 4% | -16
CCc1ccc(NC(=O)Cn2c(=O)n(CCC(=O)N3CCc4ccccc4C3)c(=O)c3ccccc32)cc1 | 19% | · | 2% | -3% | -10 | 8% | -9% | 7% | ·
CCN1CCN(Cc2ccc(NC(=O)c3ccc(C)c(NC(=O)c4cccc(-c5cn[nH]c(=O)c5)c4)c3)cc2C(F)(F)F)CC1 | 0% | -10% | 2% | -12% | -24 | ? | -14% | 6% | -9
CCOC(=O)CCNC(=O)N1CCCC(C(=O)c2cccc(OC(C)C)c2)C1 (stereo not given) | ? | ? | 7% | -2% | 5 | -6% | -13% | 27% | 12
CCOc1ccccc1NC(=O)CSc1n[nH]c(N)n1 | 8% | -4% | -2% | -22% | 0 | 35%[activator] | i | 8% | 5
O=C(NCc1ccccc1)C1(CC2CC(c3ccccc3)=NO2)CCNCC1 (stereo not given) | ? | 0% | 10% | 0% | 12 | ? | -21% | 18% | 6
COc1cc2c(cc1OC)C(c1ccc(C)o1)CC(=O)N2 (stereo not given) | 12% | 1% | 7% | 2% | 0 | 34%[activator] | -16% | 13% | 0

The list goes on; it opens with the 3 that closed the last part.
Structure | KB-V1 cytotox | aSyn yeast inh | GLP1R ag | GLP1R cytotox | DRD3 agonist | GLP1R inv ag | PTHR1 ag | TDP-43 yeast inh | DRD3 antagonist
CCOc1ccccc1NC(=O)CSc1n[nH]c(N)n1 | 8% | -4% | -2% | -22% | 0 | 35%[activator] | i | 8% | 5
O=C(NCc1ccccc1)C1(CC2CC(c3ccccc3)=NO2)CCNCC1 (stereo not given) | ? | 0% | 10% | 0% | 12 | ? | -21% | 18% | 6
COc1cc2c(cc1OC)C(c1ccc(C)o1)CC(=O)N2 (stereo not given) | 12% | 1% | 7% | 2% | 0 | 34%[activator] | -16% | 13% | 0
Cc1ccccc1OCCn1nc(C(=O)O)c2ccccc2c1=O | -12% | 8% | 21% | 1% | 1 | 76%[activator] | -32% | 27% | 47
Cc1ccc(C(c2c(O)nc3n(c2=O)CCS3)c2c(O)nc3n(c2=O)CCS3)cc1 | 1% | -4% | -1% | -3% | -1 | -3% | i | 7% | -17
CCOC(=O)C1CCCN(C(=O)c2ccc3c(c2)sc2nc(-c4ccc(CC)cc4)cn23)C1 (stereo not given) | · | · | · | -3% | 4 | 9% | -43%[inhibitor] | 19% | ·
COc1ccccc1N1CCN(CCC(=O)Nc2cccc(Cl)c2)CC1 | 1% | 1% | -2% | -11% | -13 | ? | -38%[inhibitor] | -10% | -124*
C=CCn1c(=O)c2ccccc2n2c(SCC(=O)NC(C)C)nnc12 | -4% | 1% | 3% | 0% | 0 | 9% | -4% | -12% | -12
CSc1ccc(CN(C)Cc2nc3ccccc3c(=O)[nH]2)cc1 | 21µM* | 2% | -4% | 13% | -12 | 3% | i | 8% | 9
Cc1ccc(S(=O)(=O)N2CCOCC2)c(C)c1NS(C)(=O)=O | 0% | -3% | 1% | 7% | 11 | 6% | -20% | -26% | 50
Cc1c(CNC2CCCCC2)c(C(=O)O)c(C)n1Cc1ccc(Cl)cc1 | -10% | · | · | -10% | -12 | -2% | ? | -30%[inhibitor] | ·
COc1ccc(C(=O)N2CCC(C(=O)N3CCN(c4ccccc4)CC3)CC2)cc1 | ? | 4% | -4% | -10% | 4 | -10% | i | 15% | 21
Cc1cccc(NC(=O)C2COc3ccccc3O2)c1 (stereo not given) | 0% | 10% | 7% | 3% | 0 | ? | -13% | ? | 5
CCc1nnc(NC(=O)CSc2nnc(-c3ccccc3O)o2)s1 | ? | 21% | 2% | ? | 6 | ? | -9% | -12% | 9
COc1ccc(CC(=O)Nc2ccc(N3CCCC3)c(C)c2)cc1 | ? | -7% | 24% | 10% | -11 | 18% | -10% | -9% | -12
COc1ccc(/C=N/NC(=O)c2ccccc2OC)cc1COc1ccccc1[N+](=O)[O-] | ? | -2% | 1% | -1% | -8 | 3% | -45%[inhibitor] | -1% | 2
N#Cc1cc2c([nH]c1=S)CCCCCC2 | -17% | 1% | -1% | 6% | -11 | -11% | i | 0% | -8
O=C(NCCc1ccccc1)c1nn(-c2ccccc2Cl)nc1CO | · | · | · | -11% | -3 | 11% | -9% | 35µM* | ·
O=C(Cn1c(=O)c2c(ncn2C2CCCC2)n(Cc2ccccc2)c1=O)N1CCc2ccccc21 | ? | 24% | -7% | -15% | 4 | ? | -1%[57.5 µM] | -1% | -12
CC1NC(=O)c2cc3ccccc3cc2-n2c1nc1cc(Cl)ccc1c2=O (stereo not given) | 18% | 5% | 10% | 4% | -6 | 7% | -24% | 0% | 8

Among those listed so far, these have a COOH group:
Structure | KB-V1 cytotox | aSyn yeast inh | GLP1R ag | GLP1R cytotox | DRD3 agonist | GLP1R inv ag | PTHR1 ag | TDP-43 yeast inh | DRD3 antagonist
O=C(O)[C@H]1CCCC[C@H]1C(=O)Nc1ccc(S(=O)(=O)N2CCOCC2)cc1 | 7% | 3% | -1% | -12% | 1 | 11% | i | 5% | 9
Cc1ccccc1OCCn1nc(C(=O)O)c2ccccc2c1=O | -12% | 8% | 21% | 1% | 1 | 76%[activator] | -32% | 27% | 47
Cc1c(CNC2CCCCC2)c(C(=O)O)c(C)n1Cc1ccc(Cl)cc1 | -10% | · | · | -10% | -12 | -2% | ? | -30%[inhibitor] | ·

Screening results deposited in PubChem by National Center for Advancing Translational Sciences (NCATS).

This is a subset, so the mix of outcomes need not match the whole.
